# Screens as filed in PubChem BioAssay.
# NPC1 prom act: qHTS Assay for NPC1 Promoter Activators | Huh7 NPC1 promoter luciferase reporter, 24 h | Potency, µM (titrated, usually from 9.22 µM), for inactives: at the highest dose activation, usual class: activators | 2.4% of 320,000 active;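 note: potency is the fitted concentration of half-maximal effect; % of control where 0% means no effect; nearly all actives have a fitted effect of over 60% in size; reporter is driven by a mutant NPC1 promoter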
#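 Compounds in DMSO were transferred onto Huh7 NPC1-luciferase reporter cells pre-incubated 2 h; after 24 h at 37 °C, Amplite reagent was dispensed and luminescence recorded 10 min later.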
# Rab9 prom act: qHTS Assay for Rab9 Promoter Activators. AID 485297, 2010. 2.8% of 320,000 active. Potency, µM (titrated, usually from 9.22 µM), for inactives: at the highest dose activation, negative = inhibition, actives largely listed as activators. Huh7 Rab9 promoter-luciferase reporter, luminescence, 24 h; note: potency is the fitted concentration of half-maximal effect; % of control where 0% means no effect; nearly all actives have a fitted effect of over 60% in size
#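 Stable Rab9-luc Huh7, 1500 cells/well, 2 h settle; cmpd in DMSO, 24 h, 37 °C/5% CO2; luciferase reagent 10 min RT; luminescence.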
# BRCA1 expr up: qHTS Assay to Identify Small Molecule Activators of BRCA1 Expression; Potency, µM (doses to about 46.1 µM), without a hit: top-dose activation, actives largely listed as activators; MCF7-BRCA1-FFLuc reporter, luminescence, 48 h; response scale: scaled: vehicle 0%, 10 µM genistein 100%; AID 624202, 2012; 1.1% of 380,000 active; note: potency is the fitted concentration of half-maximal effect; nearly all actives have a fitted effect of over 80% in size; some results filed as inactive show a strong effect at the top dose
#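 Activators of BRCA1 expression were detected as increased firefly luciferase luminescence in engineered MCF7 cells after 48 h compound incubation. Signals were scaled to genistein 10 microM as full activation.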
# Giardia killer: Small Molecules that selectively kill Giardia lamblia: qHTS. Giardia lamblia trophozoite viability. activity change, % at 7.66 µM, hits read low. 0.15% of 340,000 active. AID 540267, 2011; in the data active = activity change below about -80%; inconclusive = between about -30% and that limit;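 note: parasites exposed to compound for two days anaerobically before the ATP read; % is set by controls: 0 for no effect and ±100 for the full control effect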
#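 Giardia trophozoites, 100 cells per well, were exposed to compounds for 48 hrs at 37 deg C under anaerobic conditions; viability was then read as ATP content by bioluminescence after 15-30 min at room temperature.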
# RORg inh: qHTS for inhibitors of ROR gamma transcriptional activity. Drosophila S2 Gal4-RORgamma UAS-luciferase reporter, 20 h. Potency, µM (doses to about 53.6 µM), without a hit: at the highest dose activity change, negative = inhibition, hits mostly inhibitors. 5.4% of 310,000 active. AID 2551, 2010; note: potency is the fitted concentration of half-maximal effect; % is set by controls: 0 for no effect and ±100 for the full control effect; nearly all actives have a fitted effect of over 60% in size
# Target sequence (P51450 whole entry, looked up, the tested form may be a part): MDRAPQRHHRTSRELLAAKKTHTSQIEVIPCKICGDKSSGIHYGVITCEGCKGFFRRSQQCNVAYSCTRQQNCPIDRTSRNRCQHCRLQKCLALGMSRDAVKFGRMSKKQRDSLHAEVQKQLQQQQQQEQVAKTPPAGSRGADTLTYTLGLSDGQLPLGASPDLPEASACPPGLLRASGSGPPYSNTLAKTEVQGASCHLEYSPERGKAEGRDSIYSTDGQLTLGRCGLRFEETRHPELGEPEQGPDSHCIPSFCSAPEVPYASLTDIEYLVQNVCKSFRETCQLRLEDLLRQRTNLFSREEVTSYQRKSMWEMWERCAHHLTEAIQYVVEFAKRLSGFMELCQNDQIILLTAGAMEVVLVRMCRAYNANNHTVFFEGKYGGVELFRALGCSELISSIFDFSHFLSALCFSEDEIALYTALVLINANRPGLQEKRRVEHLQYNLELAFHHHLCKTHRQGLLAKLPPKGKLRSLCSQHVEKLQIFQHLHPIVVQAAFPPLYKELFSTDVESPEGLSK
#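 Stable Schneider cell line, Gal4 DNA-binding domain fused to ROR gamma, UAS-luciferase. Cmpd 1 hr RT → CuSO4 700 uM final → 20 hr RT → luciferase reagent 10 min → luminescence.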
# PKM2 activator: qHTS Assay for Activators of Human Muscle isoform 2 Pyruvate Kinase; 0.34% of 260,000 active; Pyruvate kinase PKM (Homo sapiens), P14618; AID 1631, 2009; Potency, µM (titrated, usually from 57.5 µM), inactives show at the highest dose activation, usual class: activators; purified PKM2, Kinase-Glo ATP luminescence, activation; response scale: 0% is enzyme alone, no compound; note: potency is the fitted concentration of half-maximal effect; % is set by controls: 0 for no effect and ±100 for the full control effect; nearly all actives have a fitted effect of over 55% in size
#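 Kinase-Glo luminescence reports ATP generated from ADP (0.1 mM) and PEP (0.5 mM) by purified hPK-M2 after 1 h at room temperature, pH 7.2 imidazole buffer; intermediate enzyme activity allows detecting inhibitors and activators.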
# Menin-MLL TR inh: qHTS Assay for Inhibitors Targeting the Menin-MLL Interaction in MLL Related Leukemias: Competition With Texas Red Labeled MLL-derived Mutant Peptide; O00255; Menin + Texas Red MLL mutant peptide, fluorescence polarization; Potency, µM (highest dose often 61.6 µM), without a hit: at the highest dose FP activity change, negative = inhibition, hits mostly inhibitors; 0.23% of 270,000 active; AID 1768, 2009; active = well fitted inhibition curve with a large enough effect in the polarisation, with a control signal flat, not every such curve was filed as active; inconclusive = small, poorly fitted or top-dose-only effect, or effect the other way, or a change in a side signal; inactive = no such curve, though single readings can be large or run the other way; the % refers to the polarisation; note: potency is the fitted concentration of half-maximal effect; % of control where 0% means no effect; many of its hits are not listed in these tables
# Target sequence (O00255 whole entry, looked up): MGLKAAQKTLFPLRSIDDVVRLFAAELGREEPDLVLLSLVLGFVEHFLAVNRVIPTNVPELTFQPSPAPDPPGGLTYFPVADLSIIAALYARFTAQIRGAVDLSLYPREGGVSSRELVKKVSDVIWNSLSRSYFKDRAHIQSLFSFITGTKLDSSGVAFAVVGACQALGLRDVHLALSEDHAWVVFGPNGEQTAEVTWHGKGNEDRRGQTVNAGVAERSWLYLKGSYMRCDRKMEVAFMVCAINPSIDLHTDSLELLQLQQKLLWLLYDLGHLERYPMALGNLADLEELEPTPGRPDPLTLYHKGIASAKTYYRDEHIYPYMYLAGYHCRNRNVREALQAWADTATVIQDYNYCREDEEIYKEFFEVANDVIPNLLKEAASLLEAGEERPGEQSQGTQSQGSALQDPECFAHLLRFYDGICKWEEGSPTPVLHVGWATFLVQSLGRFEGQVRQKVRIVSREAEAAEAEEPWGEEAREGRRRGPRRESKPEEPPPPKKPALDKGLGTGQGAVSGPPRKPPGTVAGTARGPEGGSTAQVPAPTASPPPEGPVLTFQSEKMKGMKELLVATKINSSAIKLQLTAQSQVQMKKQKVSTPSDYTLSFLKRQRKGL
# ELG1 genotoxic: qHTS screen for small molecules that induce genotoxicity in human embryonic kidney (HEK293T) cells expressing luciferase-tagged ELG1; HEK293T ELG1-luciferase reporter, luminescence, 16 h; Potency, µM (series often up to 46 µM), for inactives: at the top dose activity change, positive = activation, usual class: activators; 1.3% of 330,000 active; note: potency is the fitted concentration of half-maximal effect; % of control where 0% means no effect; nearly all actives have a fitted effect of over 60% in size
#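 Luminescence read-out: rising ELG1-luciferase signal, reflecting elevated ELG1 protein under genetic stress, flags genotoxic compounds. Cells were treated for 16 hr at 37 °C before ONE-Glo detection.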
# p53 reactivation: qHTS assay for re-activators of p53 using a Luc reporter; H1299 p53-A138V BP100-luciferase reporter, luminescence, 24 h; 0.063% of 320,000 active; AID 504706, 2011; Potency, µM (top dose mostly 92.2 µM), inactives show at the highest dose activity change, positive = activation, usual class: activators; note: potency is the fitted concentration of half-maximal effect; % of control where 0% means no effect; nearly all actives have a fitted effect of over 45% in size
#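 H1299 (p53-null), stable ts p53-A138V + BP100-Luc; 1000 cells/well, Opti-MEM/10% FBS; cpd 4 pt, 1:5; 24 h, 37 deg C, 5% CO2; detection reagent 10 min RT; luminescence.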
# VP16 counter: VP16 counterscreen qHTS for inhibitors of ROR gamma transcriptional activity | Drosophila S2 Gal4-VP16 UAS-luciferase, luminescence, 20 h | Potency, µM (highest dose often 53.6 µM), for inactives: at the highest dose activity, negative = inhibition, hits mostly inhibitors | 3.5% of 310,000 active | AID 2546, 2010;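 note: Gal4-VP16 expression switched on by copper sulfate through the metallothionein promoter; potency is the fitted concentration of half-maximal effect; % is set by controls: 0 for no effect and ±100 for the full control effect; nearly all actives have a fitted effect of over 50% in size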
# FLuc counter: qHTS profiling assay for firefly luciferase inhibitor/activator using purifed enzyme and Km concentrations of substrates (counterscreen for miR-21 project). purified FLuc, Km substrates, luminescence inhibition. Potency, µM (top dose mostly 57.5 µM), for the others: top-dose activity change, negative = inhibition, actives largely listed as inhibitors. 6.9% of 360,000 active. AID 588342, 2011;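 note: potency is the fitted concentration of half-maximal effect; plate controls were vehicle for no effect and reference inhibitor for full effect; nearly all actives have a fitted effect of over 55% in size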
#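 Purified P. pyralis luciferase, 10 nM final, with Km-level 10 uM D-luciferin and 10 uM ATP in 50 mM Tris acetate pH 7.5, 10 mM Mg acetate, 0.01% Tween-20, 0.05% BSA; 6-point qHTS titration about 60 µM downward; luminescence read.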
# Numbers without * were called inactive; ? = inconclusive; . = no result given; & = joins results of further samples; [ ] = dose if it differs, or a comment. Unless noted, calls come from the whole dose curve; as a rule, active = well fitted curve in the direction sought with a large enough effect; inconclusive = small, poorly fitted or top-dose-only effect, or another doubt; inactive = no such curve, though single readings can be large; an effect the other way counts as inactive or inconclusive.
# Each structure is followed by: NPC1 prom act | Rab9 prom act | BRCA1 expr up | Giardia killer | RORg inh | PKM2 activator | Menin-MLL TR inh | ELG1 genotoxic | p53 reactivation | VP16 counter | FLuc counter
- Cc1ccc(/C=c2\sc3nc(-c4ccco4)nn3c2=O)o1
→ 5% | -1% | -38% | 3 | ? | 21% | ? | -5% | 4% | ? | ?
- Cc1ccc(C)c(OCC(=O)NNC(=O)C2CC2)c1
→ -12% | -9% | -1% | -15 | 0% | -1% | . | 11% | 2% | -3% | 2%
- CN1C(=O)Cc2cc(S(=O)(=O)N3CCN(c4ccc(Cl)cc4)CC3)ccc21
→ 14% | 12% | 3% | 2 | -7% | . | . | 4% | 7% | -10% | 4%&-1%
- Cc1ccnc(SCc2ccc([N+](=O)[O-])cc2)n1
→ -3% | 2% | 54% | 9 | 3% | 7% | 3% | 11% | 3% | ? | -19%
- O=C(Nc1ccc(Br)cc1)c1ccc(F)c(S(=O)(=O)NCc2cccs2)c1
→ -27% | -35%[inhibitor] | -69% | 7 | ? | -4% | ? | -5% | 5% | 10µM* | -1%
- COC(=O)c1ccc(CNC(=O)Cn2cnnn2)cc1
→ 0% | -2% | 1% | -13 | -10% | . | -19% | -1% | -5% | 6% | 10%
- COc1ccc(-c2csc(NC(=O)c3ccccc3F)c2C(=O)O)cc1
→ ? | 17% | 6.3µM* | -6 | 35% | . | ? | -4% | 11% | -1% | 24µM*
- NC(=O)C1CCN(Cc2cccc(OCc3ccccc3)c2)CC1
→ -1% | -8% | 4% | -3 | -8% | 1% | -18% | 0% | -7% | -2% | -11%
- CN(C)C(CNC(=O)C1CCCN(C(=O)c2ccc(Cl)cc2)C1)c1ccco1 (configuration not stated)
→ -2% | -1% | 0% | -9 | -14% | -3% | -12% | 2% | -15% | -6% | 0%
- C/C(=N\NC(=O)c1ccoc1C)c1ccc(Br)s1
→ -3% | 4% | ? | 4 | 6.3µM* | 0% | . | ? | 4% | 11µM* | -4%
- O=c1c2ccccc2sn1-c1cc(S(=O)(=O)N2CCOCC2)ccc1N1CCOCC1
→ 1% | 11% | 5%&8% | -1&5 | ? | -38% | ? | -3% | -10% | ? | 4.8µM*
- CCCCN1C(Nc2ccccc2)=NC[C@@H]1Cc1ccccc1
→ -4% | 0% | 12% | -13 | . | . | . | -2% | 6% | . | -2%
- CC(=O)c1ccc(Oc2ncnc3sccc23)cc1
→ ? | ? | ? | 7 | 24% | -4% | 10% | ? | 6% | 1% | ?
- COc1ccc(N(CC(=O)NC2CCCC2)C(=O)Cn2nnc(-c3ccc(C)cc3)n2)cc1
→ -2% | 1% | -13% | 17 | -3% | 0% | 18% | -4% | -5% | -9% | 1%
- CCc1nc(CN2CCCC(C(=O)c3ccc4c5c(cccc35)CC4)C2)c(C)[nH]1 (configuration not stated)
→ -10% | -9% | -62% | -11 | -29% | 1% | -24% | -2% | -6% | -13% | 4%
- OCCC1CN(Cc2nc(-c3ccc(F)cc3)cs2)CCN1CCc1ccccc1 (configuration not stated)
→ -5% | -3% | 0% | -20 | ? | 0% | -5% | -11% | -2% | -7% | 5%
- O=C(COC(=O)C1CCC1)NCc1ccc(Cl)cc1Cl
→ 0% | 2% | -5% | 3 | . | . | . | 12% | 3% | . | 17µM*
- CN(C)CCN1C(=O)C(=O)/C(=C(/O)c2ccc3c(c2)OCCO3)C1c1ccccn1 (configuration not stated)
→ -2% | 1% | 23% | 3 | 11% | 1% | . | 8% | 12% | 15% | -10%
- CCOc1ccccc1N(C(=O)c1snc(C(N)=O)c1N)C(C(=O)NC1CCCC1)c1ccco1 (configuration not stated)
→ -5% | -7% | -38% | 0 | 37% | -4% | -1% | -2% | -37%[inhibitor] | -11% | 1%
- Cc1ccccc1NC(=O)c1ccc2c(c1)C(=O)N(CC(C)C)C2=O
→ -4% | 5% | 21% | 20 | 7% | -1% | ? | 1% | 5% | -12% | -8%
- CCCCNC(=O)C1COc2ccccc2O1 (configuration not stated)
→ 6% | -2% | 46% | 25 | 4% | 1% | 2% | 4% | 23% | 8% | 5%
- Nc1ncc(-c2ccccc2)c(-c2ccc(O)cc2O)n1
→ -4% | -9% | -32% | 13 | 31% | . | 14% | 1% | -6% | -1% | 1%
- COc1ccc(N(CC(=O)NCCSc2ccccn2)S(=O)(=O)c2ccccc2)c(OC)c1
→ -7% | -3% | -28% | -14 | 16% | . | ? | -23% | -9% | 3% | 0%
- CC(C)(C)C(=O)N1CCN(c2ncnc3scc(-c4ccccc4)c23)CC1
→ 0% | 3% | 0% | 18 | 38% | . | ? | -11% | -10% | 28% | 1%
- Cc1csc(NC(=O)[C@@H]2CCCN2C(=O)c2cccs2)n1
→ -4% | -4% | 20% | -12 | 25% | 1% | -20% | 9% | 4% | -10% | 6%
- O=C(NCc1nc2ccccc2[nH]1)C1=C[C@H](c2ccccc2)C[C@H](OCCCCO)O1
→ -7% | 6% | 0% | -16 | -12% | 4% | . | 2% | 1% | -12% | -1%
- O=C(CCCn1cc([N+](=O)[O-])cn1)Nc1cccnc1
→ -1% | 0% | 0% | 8 | 6% | -1% | . | -1% | 0% | 2% | 0%
- Cc1ccc(SC(=O)COc2ccccc2C)cc1
→ -2% | 10% | 16% | -15 | 3% | 4% | 6% | -1% | -2% | 2% | ?
- Cc1cc(C(F)(F)F)nc2c(Cl)c(C(C)(C)C)nn12
→ -1% | 0% | -22% | 15 | 2% | 0% | . | 0% | 0% | -6% | -1%
- O=C(Nc1ncc(Cc2cccc(C(F)(F)F)c2)s1)c1ccc(-c2cccc([N+](=O)[O-])c2)o1
→ -10% | -15% | -45% | -9 | 7.1µM* | -8% | ? | -5% | -5% | 4.5µM* | 6%

# Arranged by count of non-hydrogen atoms (falling): part of the list above.
# Each structure is followed by: NPC1 prom act | Rab9 prom act | BRCA1 expr up | Giardia killer | RORg inh | PKM2 activator | Menin-MLL TR inh | ELG1 genotoxic | p53 reactivation | VP16 counter | FLuc counter
- O=C(Nc1ncc(Cc2cccc(C(F)(F)F)c2)s1)c1ccc(-c2cccc([N+](=O)[O-])c2)o1
→ -10% | -15% | -45% | -9 | 7.1µM* | -8% | ? | -5% | -5% | 4.5µM* | 6%
- OCCC1CN(Cc2nc(-c3ccc(F)cc3)cs2)CCN1CCc1ccccc1 (configuration not stated)
→ -5% | -3% | 0% | -20 | ? | 0% | -5% | -11% | -2% | -7% | 5%
- Cc1ccccc1NC(=O)c1ccc2c(c1)C(=O)N(CC(C)C)C2=O
→ -4% | 5% | 21% | 20 | 7% | -1% | ? | 1% | 5% | -12% | -8%
- Nc1ncc(-c2ccccc2)c(-c2ccc(O)cc2O)n1
→ -4% | -9% | -32% | 13 | 31% | . | 14% | 1% | -6% | -1% | 1%
- Cc1cc(C(F)(F)F)nc2c(Cl)c(C(C)(C)C)nn12
→ -1% | 0% | -22% | 15 | 2% | 0% | . | 0% | 0% | -6% | -1%
- CCCCNC(=O)C1COc2ccccc2O1 (configuration not stated)
→ 6% | -2% | 46% | 25 | 4% | 1% | 2% | 4% | 23% | 8% | 5%

# Next part:
# Each structure is followed by: NPC1 prom act | Rab9 prom act | BRCA1 expr up | Giardia killer | RORg inh | PKM2 activator | Menin-MLL TR inh | ELG1 genotoxic | p53 reactivation | VP16 counter | FLuc counter
- COc1cccc(/C=N/NC(=O)CO/N=C(\C)c2cccs2)c1OC
→ 10% | 15% | 5% | -13 | 8% | 6% | -14% | 3% | -1% | 1% | ?
- O=C1CC(CSc2ccc(Cl)cc2)=NN1
→ 3% | 1% | -2% | 6 | -1% | 2% | . | -1% | 0% | 5% | -8%
- COc1ccc(N(CC(=O)NCCSCc2c(F)cccc2Cl)S(C)(=O)=O)cc1OC
→ 1% | -4% | -16% | 0 | -2% | 1% | -8% | -1% | -4% | 11% | -1%
- O=C(CC(c1ccco1)C1CCCCC1=O)c1ccco1 (configuration not stated)
→ 1% | 3% | -7% | -19 | -6% | 9% | 15% | 1% | -1% | 18% | 3%

# Some of the compounds tested, so the mix of outcomes need not match the whole.
